MgcRacGAP inhibition: MgcRacGAP GTPase-activating activity inhibitors, confirmation, biochemical, ADP Hunter fluorescence | MgcRacGAP-stimulated Rac1 GTP hydrolysis, ADP Hunter fluorescence; higher % means a stronger effect; GST-tagged Rac1 F28L mutant substrate | 0.6% of 340,000 active | AID 624330 | inhibition, % at 30 µM, or IC50 in µM where a hit was titrated;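 active means first-screen hits whose inhibition reached a set limit at any dose in the follow-up dose series; inconclusive means inhibition above the set first-screen limit but never retested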;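 further: fluorescence reports GDP produced by GAP-driven GTP hydrolysis; strong numbers were not always called active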
NS5 inhibitors: flavivirus cap methylation enzyme inhibition – biochemical, confirmation dose response, primary screen (AID 588689); one-dose inhibition, % at 25 µM; IC50 in µM for titrated hits; 0.3% of 340,000 active; Dengue-2 NS5 methyltransferase capping enzyme assay, biochemical; higher % means a stronger effect; in the data active means a potency from the dose series; inconclusive means inhibition above about 29% without an active follow-up result
NS5 inhibitors pilot replicate: also measured in NS5 inhibitors; calls as there; inhibition, %; measured here: pilot screen replicate inhibition
* hit, by the source's call; ? = inconclusive. These rows are one share of the data, so the mix of outcomes need not match the whole.

SMILES	MgcRacGAP inhibition	NS5 inhibitors	others
CC(C)CC1Nc2ncnc(N3CCN(c4ccccn4)CC3)c2N(Cc2ccccc2)C1=O (stereo not given)	5%	-2%
O=C(C[C@H]1C[C@H](C(=O)N2CCCCC2)[C@@]2(CCc3ccccc3)c3[nH]c4ccc(Cl)cc4c3CCN2C1=O)NCCC1=CCCCC1	6%	-8%
O=C1Nc2ccccc2Cc2ccccc21	8%	1%
CSc1ncccc1C(=O)Nc1cccc(S(=O)(=O)N2CCOCC2)c1	1%	4%
C[C@H](CO)N1C[C@H](C)[C@@H](CN(C)C(=O)Nc2ccc3c(c2)OCO3)Oc2ccc(NC(=O)CCC(F)(F)F)cc2C1=O	17%	-9%
CC1=C(C(=O)N2CCOCC2)CC(CC(=O)NCC2CCCCC2)C(=O)N1CCCN1CCCC1=O (stereo not given)	6%	4%
N#CC(=Cc1ccnc2ccccc12)c1ccccc1	-8%	0%
CC(C)(C)OC(=O)N(CCc1ccccc1)Cc1ccccc1OCc1cccc(NC(=O)/C=C/c2ccccc2)c1	-4%	2%	NS5 inhibitors pilot replicate=-3.4
Cc1ccccc1C(=O)NC(=S)N(Cc1ccccc1)c1ccccn1	17%	-4%
CC(NC(=O)Oc1cccc2ccccc12)c1ccccc1 (stereo not given)	13%	-1%
Cc1onc(-c2c(F)cccc2Cl)c1C(=O)N1CCCC1	3%	-4%
O=C(Nc1ccc(Cl)cc1)P(=O)(O)c1ccccc1	-8%	8%
O=C(c1cc(-c2ccncc2)nc2ccccc12)N1CCN(c2ncccn2)CC1	-9%	-8%
CC(Sc1nnc2ccccn12)C(=O)Nc1ccc(N2CCOCC2)cc1 (stereo not given)	5%	0%
Cc1cc(Br)ccc1NC(=O)CN(C)C(=O)C1=COCCO1	3%	-10%
C=CCC[C@H](Cc1ccc(F)cc1)C(=O)OC[C@H](C)NC(=O)[C@@H](CC=C)CC(=O)N[C@H](CO)Cc1ccccc1	5%	-3%
COc1ccc(CCNC(=O)CCCn2c(=S)[nH]c3cc4c(cc3c2=O)OCO4)cc1OC	14%	4%
CC1=C(C(=O)N(C)C)CC(CC(=O)NCCN2CCOCC2)C(=O)N1Cc1ccc(F)cc1 (stereo not given)	9%	-3%
Cc1ccccc1C(=O)Nc1ccc(S(=O)(=O)NCC2CCCO2)cc1 (stereo not given)	7%	5%
CC(C(=O)NCc1cccs1)N1CCN(S(=O)(=O)c2ccc3c(c2)OCCCO3)CC1 (stereo not given)	7%	4%
COc1ccc(C(=O)NCC(=O)OCC(=O)NC23CC4CC(CC(C4)C2)C3)cc1	5%	1%
C1=C\CCC2(OCCO2)C2(CC/1)OCCO2	7%	-7%
Cn1c(N)c(NC(=S)NC2CCCCC2)c(=O)n(C)c1=O	7%	-11%
O=C1C(c2ccccc2)c2ccccc2N1Cc1ccccc1 (stereo not given)	1%	-13%
Nc1nc(=S)c2[nH]c(=S)[nH]c2[nH]1	112µM*	-9%
Cc1ccc2c(c1)C(=C(C#N)C#N)CCN2	13%	17%
O=C(NCCCc1ccccc1)c1cccc(NC(=O)c2ccccc2)c1	5%	0%	NS5 inhibitors pilot replicate=-3.3
O=C(COc1ccc([N+](=O)[O-])cc1Cl)Nc1ccc2[nH]c(=O)[nH]c2c1	12%	6%
CCCn1c(SCC(=O)Nc2ccc(S(=O)(=O)N3CCOCC3)cc2)n[nH]c1=O	10%	2%
O=C(CN1C(=O)NC(c2ccccc2)(c2ccccc2)C1=O)NC1CCS(=O)(=O)C1 (stereo not given)	4%	-8%
C[C@@H]1COC(=O)[C@H](Cc2ccc(F)cc2)CC/C=C/C[C@@H](CC(=O)N[C@@H](CO)Cc2ccccc2)C(=O)N1	3%	1%
Cc1noc(C)c1NC(=O)Nc1ccc2c(c1)C(=O)N([C@H](C)CO)C[C@H](C)[C@@H](CN(C)S(=O)(=O)c1ccccc1)O2	4%	1%
Cc1ccc(S(=O)(=O)N2CCN(C(=O)COC(=O)/C=C/c3cccc(Cl)c3)CC2)c(C)c1	0%	-4%
CC(C)(C)OC(=O)C[C@H]1C/C=C\C[C@H](CC(=O)NCCO)C(=O)N2CCC[C@@H]2COC1=O	2%	3%
CCOC(=O)C1C(C(=O)OC)=C(c2ccc(OC)cc2)c2ccccc2N1S(=O)(=O)C(F)(F)F (stereo not given)	11%	-4%	NS5 inhibitors pilot replicate=5.1
CN(C)CCCNC(=O)C[C@H]1C[C@H](C(=O)N2CCCCC2)[C@@]2(C)c3[nH]c4cc(CCC(=O)N(C)C)ccc4c3CCN2C1=O	12%	2%	NS5 inhibitors pilot replicate=0.9
O=C(CCCN1CCN(c2ccccc2)CC1)c1ccc(F)cc1	6%	5%
Cc1cccc(S(=O)(=O)N(C)C[C@@H]2OCc3cn(nn3)CCCC(=O)N([C@H](C)CO)C[C@H]2C)c1	14%	-2%
COc1ccc([N+](=O)[O-])cc1NC(=O)C(C)OC(=O)Cc1ccc(OC)c(OC)c1 (stereo not given)	6%	-7%
COc1cc(OC)cc(C(=O)NCC(=O)OC(C)C(=O)NC(C)C2CC3CCC2C3)c1 (stereo not given)	-4%	-4%
Nc1ncn(C(=S)Nc2ccccc2)n1	10%	5%
CCCCn1c(N)c(N(CC(C)C)C(=O)c2cccc(S(=O)(=O)N(CC)c3ccccc3)c2)c(=O)[nH]c1=O	6%	-3%
CN(C)c1ccc(-c2cc3ccccc3c(=O)o2)cc1	4%	?
CC(C)Oc1ccc(C(=O)Nc2cc(S(=O)(=O)N3CCOCC3)ccc2N2CCOCC2)cc1	15%	6%
C[C@H]1COC(=O)CC/C=C\C[C@H](CC(=O)N(CCO)Cc2ccccc2)C(=O)N1	8%	1%
O=S(=O)(c1ccccc1)N1CCC2(CC1)OCCN2S(=O)(=O)c1cccs1	-2%	-2%
COc1ccc(C2CCCCCN2C(=O)C2CCN(S(=O)(=O)c3ccc(C)cc3)CC2)cc1 (stereo not given)	-3%	2%
Cc1ccc([C@@H]2C[C@H]3[C@@H](CN2S(=O)(=O)c2ccc(C)cc2)C(=O)C[C@@H](c2ccc(Cl)cc2)N3S(=O)(=O)c2ccccc2C)cc1	9%	-3%
CC1(C2CC2)NC(=O)N(CC(=O)N2CCN(c3cccc(C(F)(F)F)c3)CC2)C1=O (stereo not given)	6%	2%
CCOc1ccccc1NC(=O)C1CCCN(S(=O)(=O)c2ccc3c(c2)CCCN3C(C)=O)C1 (stereo not given)	5%	6%
Cc1cccc(C(=O)OCC(=O)c2ccc3c(c2)OCCO3)c1O	3%	0%
Cc1cccc(OC(C)C(=O)Nc2nc(-c3ccncc3)cs2)c1 (stereo not given)	5%	-7%
CN1C(=O)[C@H]2[C@@H](c3ccc(C(F)(F)F)cc3)N[C@]3(CCCN(CC4CCCCC4)C3=O)[C@H]2C1=O	8%	1%
CN(C)C(=O)c1ccc(N=Nc2c(O)c3ccccc3[nH]c2=O)cc1	5%	-7%
Oc1c(C(c2ccccc2)N2CCCCC2)ccc2ccccc12 (stereo not given)	7%	-6%
CCCCN1C[C@H](Cc2ccccc2)[C@@H](CC(=O)Nc2ccc(OC)cc2)C1=O	13%	-2%
COc1ccc(C(=O)c2ccc(C)cc2)c(OC)c1OC	4%	-2%
COC(=O)CCN1CCC2CC1c1cc(Cl)ccc12 (stereo not given)	1%	-3%	NS5 inhibitors pilot replicate=0.3
C[C@@H]1CN([C@H](C)CO)C(=O)CCCn2cc(nn2)CO[C@H]1CN(C)C(=O)Nc1cccc(Oc2ccccn2)c1	1%	1%
O=C(O)C(CCc1ccccc1)N1C(=O)c2ccccc2C1=O (stereo not given)	-2%	-2%

A draw from above in order of formula weight, highest first:
SMILES	MgcRacGAP inhibition	NS5 inhibitors	others
CCOc1ccccc1NC(=O)C1CCCN(S(=O)(=O)c2ccc3c(c2)CCCN3C(C)=O)C1 (stereo not given)	5%	6%
O=S(=O)(c1ccccc1)N1CCC2(CC1)OCCN2S(=O)(=O)c1cccs1	-2%	-2%
CN(C)C(=O)c1ccc(N=Nc2c(O)c3ccccc3[nH]c2=O)cc1	5%	-7%
Oc1c(C(c2ccccc2)N2CCCCC2)ccc2ccccc12 (stereo not given)	7%	-6%
COC(=O)CCN1CCC2CC1c1cc(Cl)ccc12 (stereo not given)	1%	-3%	NS5 inhibitors pilot replicate=0.3

Reprinted at random: six compounds from above, in no set order.
SMILES	MgcRacGAP inhibition	NS5 inhibitors	others
O=C(O)C(CCc1ccccc1)N1C(=O)c2ccccc2C1=O (stereo not given)	-2%	-2%
COc1ccc(C(=O)NCC(=O)OCC(=O)NC23CC4CC(CC(C4)C2)C3)cc1	5%	1%
CCCCn1c(N)c(N(CC(C)C)C(=O)c2cccc(S(=O)(=O)N(CC)c3ccccc3)c2)c(=O)[nH]c1=O	6%	-3%
O=C(c1cc(-c2ccncc2)nc2ccccc12)N1CCN(c2ncccn2)CC1	-9%	-8%
COc1ccc(C(=O)c2ccc(C)cc2)c(OC)c1OC	4%	-2%
O=C1Nc2ccccc2Cc2ccccc21	8%	1%

Carrying on.
SMILES	MgcRacGAP inhibition	NS5 inhibitors	others
c1ccc(SC23CC4CC(CC(C4)C2)C3)nc1	7%	-11%
CC(C)Cn1c(SCC(N)=O)nnc1-c1cccc(S(=O)(=O)N2CCOCC2)c1	7%	-1%
CCOC(=O)C1CCN(C(=O)c2ccccc2)c2scc(-c3ccccc3)c2C1=O (stereo not given)	9%	1%
CCc1ccc(/C=C2\SC(=S)N(CCCC(=O)NC3=NCCS3)C2=O)cc1	5%	4%
CCOc1ccc(N=Cc2ccccc2O)cc1	4%	4%
CC(NS(=O)(=O)c1cccc(C(=O)O)c1)C12CC3CC(CC(C3)C1)C2 (stereo not given)	-15%	-1%
Cc1nnc(SCC(=O)NC2CCCCC2)n1N	2%	5%
CC(=O)N1C[C@H]2CON(C)[C@H]2C[C@H]1c1ccc(-c2ccccc2)cc1	5%	-7%
CC(C)CN1CCC(=O)NC1=S	-2%	8%
O=C1NC[C@H](Cc2ccccc2)N(CC2CCN(CCc3ccccc3)CC2)C1=O	10%	5%	NS5 inhibitors pilot replicate=0.9
CCC1(CC)NC(=O)N(CC(=O)OCC(=O)c2cc(C)c(C)cc2C)C1=O	0%	1%
Cc1cccc(NC(=O)CNC(=O)CSc2nc(N)cc(N)n2)c1C	10%	-12%
CC(=O)N1c2ccccc2Sc2ccc3ccccc3c21	7%	-6%
CC(C)[C@H](NC(=O)c1ccccc1)C(=O)NC1CCCCCCC1	5%	4%
CN(C)C(=S)NC(=S)Nc1ccc2ccccc2c1	14%	2%
O=C(c1cccc(Cl)c1)N1CCC2CC1c1cc(-c3ccc(F)cc3)ccc12 (stereo not given)	7%	-1%	NS5 inhibitors pilot replicate=-4.3
COC(=O)[C@@]12CCCCN1[C@H](c1ccc(-c3ccc(Cl)c(Cl)c3)c(OC)c1)[C@@H]1C(=O)N(C)C(=O)[C@@H]12	9%	-2%
O=C(c1ccccc1)c1ccc(O)c(O)c1O	-113%	58µM*
CCc1ccccc1NC(=O)CNC(=O)c1ccc(OCc2cn3ccccc3n2)cc1	4%	-2%
CCCCn1c(SCCN2CCCCC2)nc2c1c(=O)n(C)c(=O)n2C	2%	5%
COc1ccccc1S(=O)(=O)N(C)C[C@H]1OCc2cnnn2CCCC(=O)N([C@@H](C)CO)C[C@H]1C	16%	1%
COc1ccc(C(=O)CSc2nc3nn(-c4ccccc4)c(=O)c-3c3n2CCCCC3)c(OC)c1	8%	9%
CC1CCN(N=Nc2nc3c([nH]2)c(=O)n(C)c(=O)n3C)CC1	2%	0%
Cc1nc2nc(C(F)(F)F)[nH]c2nc1C	-3%	1%
Cc1ccc(S(=O)(=O)N2CCC(C(=O)Nc3ccc(S(=O)(=O)N4CCOCC4)cc3)CC2)cc1	5%	6%
COc1ccc(C(CCN2CCOCC2)c2c(OC)cc(OC)c3ccc(=O)oc23)cc1 (stereo not given)	7%	2%	NS5 inhibitors pilot replicate=1.5
COc1ccc(NC(=O)N(C)C[C@H]2Oc3ccc(NC(=O)Cn4cnnn4)cc3C(=O)N([C@H](C)CO)C[C@@H]2C)cc1	5%	2%
CCOC(=O)c1c(C)[nH]c(C(=O)COC(=O)C2CC2)c1C	0%	-3%
O=C(C[C@H]1C[C@@H]2c3cc(NC(=O)Nc4ccccc4F)ccc3O[C@@H]2[C@H](CO)O1)NCc1ccccn1	7%	-3%
O=C(Nc1ccccc1Br)C1CCN(S(=O)(=O)c2cccs2)CC1	1%	-5%
N#CCSc1ccccc1NC(=O)CN1C(=O)NC(CCc2ccccc2)C1=O (stereo not given)	9%	8%
CCOC(=O)[C@H]1[C@H]2COc3ccccc3[C@@H]2N2C(=O)[C@@H](C)NC(=O)[C@@]12C	17%	-4%
C[C@@H]1CN([C@@H](C)CO)C(=O)c2cc(NS(C)(=O)=O)ccc2O[C@@H](C)CCCCO[C@H]1CN(C)C(=O)Nc1ccc2c(c1)OCO2	15%	-2%
CC(=O)Nc1ccc(-c2c(C)cc3oc(=O)cc(-c4ccccc4)c3c2C)cc1	10%	-1%	NS5 inhibitors pilot replicate=5.4
O=C(COC(=O)C1CC1)Nc1ccc(S(=O)(=O)N2CCOCC2)cc1	4%	0%
Cc1ccc(NC(=O)CCS(=O)(=O)c2ccccc2)cc1S(=O)(=O)N1CCCCCC1	2%	1%
O=C(NC1CCN(Cc2ccccc2)CC1)c1cc(S(=O)(=O)N2CCOCC2)ccc1Cl	14%	10%
N#Cc1ccc(C(=O)OCC(=O)N2CCCCCC2)cc1	-4%	-12%
